VEEV TC-83 Vero – inhibitors of VEEV TC-83 cytopathic effect, confirmation, Vero cells (AID 588727) | Vero cells, VEEV TC-83 cytopathic effect inhibition; higher % means a stronger effect | one-dose inhibition, % at 20 µM; IC50 in µM for titrated hits | 350,000 compounds, 0.13% hits; in the data active = a potency from the dose series; inconclusive = inhibition mostly from about 14% at the one dose, without a potency; inactive = the rest, 99 in 100 with inhibition below about 12%; note: strong numbers were not always called active
H37Rv inhibition – M. tuberculosis growth inhibition, HTS (AID 449762); M. tuberculosis H37Rv growth inhibition, 7H9 media; higher % means a stronger effect; one-dose inhibition, % at 25 µM; IC50 in µM for titrated hits; 330,000 compounds, 0.59% hits; in the data active = a potency from the dose series; inconclusive = inhibition above about 70% without an active follow-up result;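 note: bacterial growth assessed after seven days of incubation; strong numbers were not always called active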
H1N1 NS1A inhibition – H1N1 influenza NS1A inhibitors, functional cell based assay (AID 504329); NS1A functional cell-based assay, percent inhibition; higher % means a stronger effect; inhibition, % at 12.5 µM; hits with a dose series show IC50 in µM; 340,000 compounds, 0.3% hits; in the data active = a potency from the dose series; inconclusive = inhibition above about 27% without an active follow-up result; note: strong numbers were not always called active
tuberculosis growth – growth inhibition of non-replicating M. tuberculosis (AID 488890); 320,000 compounds, 0.39% hits; inhibition, % at 25 µM; hits with a dose series show IC50 in µM; Mycobacterium tuberculosis non-replicating, growth inhibition; higher % means a stronger effect; in the data active = a potency from the dose series; inconclusive = inhibition mostly from about 82% at the one dose, without a potency; inactive = the rest, 99 in 100 with inhibition below about 76%;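 note: plate controls were DMSO cells for no effect and high antibiotic wells for full effect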
PhoP GFP inhibition – PhoP regulon inhibitors, Salmonella typhi PhoP promoter GFP reporter, confirmatory (AID 1850). Salmonella Typhi PhoP-promoter GFP reporter, fluorescence, 4 h; higher % means a stronger effect. inhibition, % at 50 µM; hits with a dose series show IC50 in µM. 310,000 compounds, 0.33% hits; in the data active = a potency from the dose series; inconclusive = inhibition mostly from about 25% at the one dose, without a potency; inactive = the rest, 99 in 100 with inhibition below about 19%;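 note: 0% = induced wells with vehicle and 100% = uninduced wells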
VEEV TC-83 Vero 10K pilot screen – further read-out of VEEV TC-83 Vero, marked with its call; inhibition, %; measured here: 10K pilot screen inhibition
* hit, by the source's call; i = inactive; ? = inconclusive; · = no result given.

SMILES | VEEV TC-83 Vero | H37Rv inhibition | H1N1 NS1A inhibition | tuberculosis growth | PhoP GFP inhibition | others
CCOC(=O)C1(Cc2ccc(OC)cc2)CCN(C(=O)CCN2CCCC2=O)CC1 | i | -5% | -3% | 12% | 8%
C/C(=N\Nc1ccc(F)cc1F)c1ccc(F)cc1 | · | 30% | · | 38% | -3%
Cc1ccccc1-n1c(Cn2c(=O)sc3ccccc32)nnc1SC(C)C | 1.3% | 1% | 1% | 32% | 3% | VEEV TC-83 Vero 10K pilot screen=0.1
COC(=O)C1=C(CSc2nc3c(cc2C#N)CN(C)CC3)OC(N)=C(C#N)C1c1ccccc1F (stereo not given) | 0.2% | -14% | 0% | 0% | 7%
CC(=O)N(CCCN(C)C)c1nc2ccc(C)cc2s1 | i | -6% | 10% | -6% | 4%
CCc1nnc(NC(=O)c2cc(C)oc2C)s1 | 2.1% | -5% | -1% | -2% | -6%
C[C@H](NS(=O)(=O)c1c(Cl)cccc1Cl)C(=O)NNC(=O)COc1ccccc1F | 2.0% | -8% | -5% | -12% | ·
C/C(=N\O)C(C)(C)NC(=O)Nc1ccc(Cl)cc1 | 5.4% | -3% | 11% | -3% | -2%
CCOc1cc(C(c2c(O)nc(SC)[nH]c2=O)c2c(O)nc(SC)[nH]c2=O)ccc1O | i | 6% | · | 6% | -16%
CCOC(=O)c1sc(NS(=O)(=O)c2ccc(F)cc2)nc1C | 2.8% | 1% | -16% | 20% | -7%
COc1cccc(C=NNC(=S)NN=Cc2cccc(OC)c2OC)c1OC | 9.7% | · | 1% | · | ·
CCOc1ccc(-c2cnc(SCC(N)=O)nc2N)cc1 | 1.4% | 63% | 0% | ? | -3%
O=C(O)Cn1nc(C(F)(F)F)c2c1CCC2 | i | -5% | -15% | -5% | -3%
CCC(=O)Oc1ccc2c(c1)O/C(=C\c1ccco1)C2=O | 1.7% | 6% | · | 70% | -23%
O=C(CN1C(=O)NC2(CCCC2)C1=O)OCCOc1ccc(Cl)cc1 | 0.9% | -3% | -3% | -18% | 5%
Cc1ccccc1C(=O)NNC(=O)c1cccc(Br)c1 | 1.1% | -3% | -30% | 5% | -6%
Cc1ccn2c(C(=O)CSc3ccccc3Cl)c(C)nc2c1 | ? | -3% | -18% | 53% | 5%
Nn1c(SCC(=O)Nc2ccc(F)cc2F)nnc1C1CCCCC1 | i | 9% | -8% | 41% | 20%
CCOCCn1cnc2sc(C(=O)NCC(=O)OCC)c(C)c2c1=O | 1.0% | -6% | -26% | 1% | -13%
Cc1cccc(N2CC34C=CC(O3)C(C(=O)O)C4C2=O)c1 (stereo not given) | 0.7% | -7% | 10% | -9% | -7%
COc1cc(/C=C(\C#N)C(=O)NCC2CCCO2)ccc1OC(=O)c1ccco1 (stereo not given) | 0.7% | ? | -7% | ? | ·
O=c1cccccc1NCc1ccccc1 | i | 5% | 2% | 6% | 1%
O=C(COC(=O)c1cc(=O)c2ccccc2o1)Nc1c(F)c(F)c(F)c(F)c1F | 5.8% | · | -3% | · | ·
COc1ccc(NS(=O)(=O)c2ccc(N3CCOCC3)c(NC(=O)c3ccco3)c2)cc1 | 5.5% | -6% | 10% | 21% | 5%

Gathered by group, the entries above with two or more sulfur atoms.
SMILES | VEEV TC-83 Vero | H37Rv inhibition | H1N1 NS1A inhibition | tuberculosis growth | PhoP GFP inhibition | others
Cc1ccccc1-n1c(Cn2c(=O)sc3ccccc32)nnc1SC(C)C | 1.3% | 1% | 1% | 32% | 3% | VEEV TC-83 Vero 10K pilot screen=0.1
CCOc1cc(C(c2c(O)nc(SC)[nH]c2=O)c2c(O)nc(SC)[nH]c2=O)ccc1O | i | 6% | · | 6% | -16%
CCOC(=O)c1sc(NS(=O)(=O)c2ccc(F)cc2)nc1C | 2.8% | 1% | -16% | 20% | -7%

(further entries)
SMILES | VEEV TC-83 Vero | H37Rv inhibition | H1N1 NS1A inhibition | tuberculosis growth | PhoP GFP inhibition | others
COC(=O)CN1C(=O)C2(C(C#N)=C(N)Oc3c2c(C)nn3-c2ccccc2)c2ccccc21 (stereo not given) | 3.7% | -1% | -1% | 19% | 4%
Cc1cccc(C)c1OC(=O)CCN1C(=O)C2C3C=CC(C4CC34)C2C1=O (stereo not given) | 0.8% | 0% | -8% | 68% | -9%
COc1ccc(CCNC(=O)CN(c2cc(OC)ccc2OC)S(=O)(=O)c2ccccc2)cc1 | 7.9% | -3% | 1% | 3% | 8%
CCc1ccc(C(=O)CSc2nc3cc(S(=O)(=O)N4CCOCC4)ccc3n2CC)cc1 | 1.0% | -8% | -4% | 47% | -1%
Cc1sc(NC(=O)c2ccco2)nc1-c1ccc2c(c1)CC(C)N2C(=O)C1CC1 (stereo not given) | 1.0% | ? | 25% | 42% | -6%
O=C(NC1CCCCCC1)C1CCCN1S(=O)(=O)c1cccc2cccnc12 (stereo not given) | i | 0% | -6% | · | -9%
CCN(CC(=O)NCc1ccc(Cl)cc1)C(=O)c1c(C)noc1C | i | -4% | -15% | -12% | ·
CCOc1ccc(-c2nn3c(-c4ccccc4)nnc3s2)cc1 | 2.8% | 29µM* | 20% | 18% | -4%
S=C(NCC1CCCO1)n1nnc2ccccc21 (stereo not given) | · | 2% | · | 6% | -6%
Cc1cc(C)c(-n2[nH]nnc2=S)c(C)c1 | 0.1% | -2% | 0% | 10% | -5%
COc1ccccc1NC(=O)C1CCN(S(=O)(=O)c2cccc3nonc23)CC1 | 9.3% | -5% | 14% | -1% | -15%
COc1cc(CCC(=O)OCc2nnc(-c3ccccc3)o2)cc(OC)c1OC | 1.4% | -4% | 1% | 39% | -12%
Fc1ccc(/C=N/n2c(COc3ccccc3)n[nH]c2=S)cc1 | i | 10% | -20% | -13% | 8%
COc1ccc(OC(=O)N2C/C(=C/c3ccccc3)C(=O)/C(=C\c3ccccc3)C2)cc1 | 51% | · | -5% | · | ·
CC(=O)Nc1ccccc1C(=O)OCC(=O)c1cccc2ccccc12 | 0.3% | 0% | 3% | 57% | -2%
CC(Cc1ccccc1)NC(=O)NC(C)Cc1ccccc1 (stereo not given) | 0.5% | -6% | -11% | -9% | -3%
Cc1cc(Nc2ccccc2)n(CCO)n1 | 3.9% | -18% | -7% | -3% | 3%
O=C(c1cc2ccccc2o1)c1cccs1 | 5.9% | -3% | 7% | 47% | -9%
Cc1ccc2[nH]c(C(=O)N3CCCC(Nc4ccc(F)cc4)C3)cc2c1 (stereo not given) | 3.4% | 11% | 8% | 13% | -3%
COC(=O)CCC1(C(N)=O)CCC(=O)c2ccccc21 (stereo not given) | 88% | · | -8% | · | ·
CCCCCOC(=O)c1c(N)n(CCOC)c2nc3ccccc3nc12 | 7.0% | 10% | -17% | 24% | 4%
Cn1nnnc1SCC(=O)c1ccc2c(c1)OCCO2 | 2.7% | -12% | -10% | 4% | 6%
CN(Cc1ccccc1OCCO)CC1CCCN(CCc2ccc(Cl)cc2)C1 (stereo not given) | 0.0% | -2% | 1% | 27% | 0%
CN(Cc1ccon1)C(=O)C1CCN(C2CCN(CCCc3ccccc3)CC2)CC1 | i | 8% | 3% | 7% | -7%
O=C(CCNC(=O)c1ccc([N+](=O)[O-])cc1)NCC1COc2ccccc2O1 (stereo not given) | 2.1% | · | -4% | · | ·
C#CCNC(=O)C1=C[C@@H](C)[C@H](CCCO)[C@@H](OCC)O1 | 2.1% | -5% | -4% | -8% | -23%
CCC1CCCCN1CCCNC(=O)CC1Oc2ccccc2NC1=O (stereo not given) | 0.7% | -4% | 1% | 1% | -7%
C=CCn1c(=O)c(C(=O)OCC)c(O)c2ccccc21 | i | 10% | -5% | 15% | -5%
COc1cccc(/C=N/Nc2cc(N3CCOCC3)ncn2)c1O | 9.7% | 46% | 6µM* | 74% | -4%
Cn1nc(C(=O)N2CCC(C(N)=O)CC2)c2c1-c1ccccc1SC2 | 0.6% | -2% | 0% | · | 10%
O=P(c1ccccc1)(c1ccccc1)N(c1ccccc1)c1ccccc1 | 0.8% | -2% | -6% | 2% | -12%
Cc1cc(O)c(NC(=O)c2ccc(C)c([N+](=O)[O-])c2)cc1C | 1.0% | 4% | · | -8% | 3%
O=C(CN1C(=O)C2C3CCC(C3)C2C1=O)NCc1ccco1 (stereo not given) | 0.8% | 5% | 3% | 0% | 2%
CN1C(=O)c2ccc(NC(=O)c3cccc(N4C(=O)CCC4=O)c3)cc2C1=O | i | 9% | 13% | -4% | 5%
c1ccc(-c2oc3ncnc(NCCN4CCOCC4)c3c2-c2ccccc2)cc1 | 4.7% | 13% | -6% | 40% | -18%
COc1cc(CN2CCC(n3nccc3NC(=O)CCCc3ccccc3)CC2)ccc1O | i | 4% | 11% | 25% | 0%
O=[N+]([O-])c1cccc(-c2nnc(C3CC3)o2)c1 | i | -3% | -7% | 9% | 6%
CC(CCc1ccccc1)NC(=O)CSc1nc(N)cc(N)n1 (stereo not given) | i | -2% | 14% | 41% | -1%
Cc1ccccc1C(=O)O/N=C(\N)Cc1cccs1 | 6.5% | -4% | -9% | 11% | -2%
COc1cc(NC(=O)N2CCOCC2)cc(OC)c1 | 3.7% | -5% | 11% | 95% | 1%
COc1ccccc1-n1nnnc1SCC(=O)NC1CCCC1 | 2.8% | -9% | 1% | 7% | 4%
O=C(Cc1nnc(NC(=O)Nc2ccccc2)s1)Nc1ccccc1 | 3.1% | 9% | · | -4% | 6%
COc1ccc(S(=O)(=O)NCCCN2CCOCC2)cc1F | 0.5% | 2% | 7% | -13% | -8%
CC(=O)c1cccc(S(=O)(=O)NC(C)C2CC3CCC2C3)c1 (stereo not given) | 1.9% | -3% | 9% | 12% | -7%
Cc1nc2nc(-c3ccco3)nn2c(C)c1Cl | 1.5% | -3% | 1% | -14% | 10%
COc1ccc2[nH]cc(CCNCc3cccnc3)c2c1 | 2.7% | 3% | 1% | 7% | -4%
CCOc1ccc(C(=O)C(c2ccccc2)N2CCOCC2)cc1 (stereo not given) | 0.0% | -5% | -18% | · | -6%
COc1ccc2nc(SC)c(C#N)cc2c1 | 1.0% | 5% | 0% | 3% | 0%
Nc1ccc(Oc2ccc3nc(-c4ccccc4)c(-c4ccc([N+](=O)[O-])cc4)nc3c2)cc1 | 4.7% | 29% | 4% | 16% | -1%
CCN1C(=O)[C@H]2[C@@H](c3ccc(-c4ccc(Cl)c(Cl)c4)c(OC)c3)N[C@@](Cc3ccccc3)(C(=O)OC)[C@H]2C1=O | i | 5% | 4% | -9% | 0%
CCc1ccccc1NC(=O)CN(C)C(=O)CSc1nc2cc(Cl)ccc2s1 | i | 3% | -6% | 10% | -1%
COc1ccc(Cl)cc1NC(=O)CN1CCC(n2nnc3ccccc32)CC1 | 8.6% | 6% | 1% | 0% | 8%
CCOc1cc(C(C(=O)NCC2CCCO2)N(C(=O)Cn2nnc3ccccc32)c2ccc(OC)c(OC)c2)ccc1O (stereo not given) | 1.6% | -4% | 9% | -1% | 4%

Structural class: the entries above containing a furan ring, fused or not.
SMILES | VEEV TC-83 Vero | H37Rv inhibition | H1N1 NS1A inhibition | tuberculosis growth | PhoP GFP inhibition | others
CCc1nnc(NC(=O)c2cc(C)oc2C)s1 | 2.1% | -5% | -1% | -2% | -6%
CCC(=O)Oc1ccc2c(c1)O/C(=C\c1ccco1)C2=O | 1.7% | 6% | · | 70% | -23%
COc1cc(/C=C(\C#N)C(=O)NCC2CCCO2)ccc1OC(=O)c1ccco1 (stereo not given) | 0.7% | ? | -7% | ? | ·
COc1ccc(NS(=O)(=O)c2ccc(N3CCOCC3)c(NC(=O)c3ccco3)c2)cc1 | 5.5% | -6% | 10% | 21% | 5%
Cc1sc(NC(=O)c2ccco2)nc1-c1ccc2c(c1)CC(C)N2C(=O)C1CC1 (stereo not given) | 1.0% | ? | 25% | 42% | -6%
O=C(c1cc2ccccc2o1)c1cccs1 | 5.9% | -3% | 7% | 47% | -9%
O=C(CN1C(=O)C2C3CCC(C3)C2C1=O)NCc1ccco1 (stereo not given) | 0.8% | 5% | 3% | 0% | 2%
c1ccc(-c2oc3ncnc(NCCN4CCOCC4)c3c2-c2ccccc2)cc1 | 4.7% | 13% | -6% | 40% | -18%
Cc1nc2nc(-c3ccco3)nn2c(C)c1Cl | 1.5% | -3% | 1% | -14% | 10%

From PubChem BioAssay
